Myeloid diff MLP – myeloid differentiation induction; ER-HoxA9 myeloid progenitors, lysozyme-GFP differentiation, flow cytometry; calls only at 10 µM; 360,000 tested, 1% active; AID 624256;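 active means normalized GFP-positive differentiation at or above the plate's own cutoff, the solvent-only control mean plus 3 SD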;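 further: cells exposed to compound for four days before flow analysis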
bCat nuc transl – modulators of beta-catenin nuclear translocation. HeLa beta-catenin nuclear translocation, immunofluorescence imaging. nuclear translocation activity, % at 5 µM. 190,000 tested, 0.3% active. AID 1665;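 active means nuclear translocation activity above 50% at 5 µM, with a well cell count of 50 or more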;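 further: per-cell ratio of nuclear to cytoplasmic median beta-catenin stain intensity; plate controls were DMSO negative control for no effect and GSK-3 inhibitor IX positive control for full effect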
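System: HeLa cells, endogenous beta-catenin; compound dosing: 5 µM primary single dose, 0.1% DMSO, 0.02–20 µM confirmation series; incubation: 24 h compound exposure at 37°C, 5% CO2; signal: beta-catenin immunofluorescence imaging with DAPI; evaluation: % activation, nuclear-to-cytoplasmic median beta-catenin signal ratio per cell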
Lipid droplet – hepatic lipid droplet formation modulation. inhibition, % at 6.5 µM. AID 1656. 240,000 tested, 0.4% active. AML12 mouse hepatocytes, oleate lipid droplets, BODIPY imaging;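 active means lipid droplet intensity inhibited by at least 50%, with more than 500 cells counted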
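Material – AML12 mouse liver cells · Also added – oleate loading, 100 µM · Compound dosing – 6.5 µM single-point dosing · Times – overnight treatment with compound plus oleate · Measured by – fluorescence imaging, 20x objective, two fields per well · Read-out – percent inhibition of filter-corrected integrated lipid droplet intensity per well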
TNAP activators – stimulation of alkaline phosphatase TNAP activity – biochemical, luminescent, no phosphate acceptor, uHTS, primary screen (AID 1001). purified TNAP, luminescent activation assay, no phosphate acceptor; higher activation fold means a stronger effect. one-dose activation fold at 20 µM; EC50 in µM for titrated hits. 200,000 tested, 0.03% active; in the data active means activation fold from about 3, or a potency from the dose series; inactive means the rest, 99 in 100 with activation fold below about 1.6; further: many of its hits are not listed in these tables
Dynein transport – dynein cargo transport inhibition | 220,000 tested, 0.47% active | 3617.4 mouse cells, GR-EGFP nuclear translocation imaging; test concentration mostly 20 µM; stimulated with dexamethasone, 1 µM; hits give low values | z-score, hits read low;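 active means plate z-score of nuclear minus cytoplasmic receptor signal below a set negative limit, without overly bright fluorescence or cell loss, cut at about -3.5 in these data, passing the limit was not always enough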;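 further: z-score of nuclear minus cytoplasmic ring GR-EGFP intensity difference per well; some compounds called inactive have numbers as strong as hits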
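Schedule: 48 h induction, then 1 h compound, then 30 min agonist, 37 °C. Buffer or medium: tetracycline-free induction medium containing charcoal-stripped FBS. Reagent: 1.0 µM final dexamethasone stimulus. Evaluation: nuclear versus cytoplasmic GR-EGFP signal, averaged per well. Signal: high-content fluorescence imaging after fixation.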
MT stabilizer – microtubule stabilization, imaging screen. HeLa tubulin immunostaining HCS, 24 h; share of cells brighter than vehicle mean+2SD. % tubulin-high responders, % at 10 µM. 200,000 tested, 0.83% active;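 active means plate Z-score above 3 for both tubulin-high and condensed-nucleus cell shares, with cell loss under 80%, at 10 µM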;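 further: anti alpha tubulin signal scored within the nucleus-defined area of each cell; some results filed as inactive read as strong as hits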
PMI inhibitors – MPI enzyme activity inhibition – biochemical, fluorescence intensity, coupled assay, primary screen (AID 1209). 190,000 tested, 0.42% active. inhibition, % at 20 µM, or IC50 in µM where a hit was titrated. purified PMI enzyme, coupled fluorescence intensity; higher % means a stronger effect; in the data active means inhibition above about 50%;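 further: plate controls were DMSO vehicle for no effect and wells lacking substrate for full effect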
Insulin prom up – MIN6 insulin promoter up-regulation; MIN6 insulin promoter-GFP reporter, high-content imaging; hits give high values; z-score at 5 µM; 190,000 tested, 0.3% active; AID 1625;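 active means z-score above 3 at 5 µM with at least 500 cells counted in the well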
T cell modulator – T cell immune modulators affecting CD8 T cell-vesicle binding | calls only at 7 µM | 2C CD8+ T cell-vesicle binding, flow cytometry; hits give low values | 330,000 tested, 0.068% active;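 active means response, share of CD8 T cells binding vesicles, and their 90th percentile fluorescence all below set limits, cut at about 80% in these data, passing the limit was not always enough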
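Read-out – percent CD8+ FL2 mean versus row control · System – murine 2C transgenic CD8+ T lymphocytes · Times – 1.5 h cell–vesicle binding at 37 °C, then 20 min icy labelling · Control set – naked vesicles low, QL9 vesicles with vehicle high · Detection – cytometric PE anti-B7-1 and Alexa647 anti-CD8 signals after 1% paraformaldehyde fixation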
Dynein transport cytoplasmic EGFP – second read-out of Dynein transport, no call of its own (marks repeat the call); z-score; measured here: cytoplasmic GR-EGFP intensity; hits give high values
Dynein transport nuclear GR-EGFP – also measured in Dynein transport; calls as there; z-score; measured here: nuclear GR-EGFP intensity;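 lower value marks the stronger effect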
Dynein transport cell count – also measured in Dynein transport; calls as there; z-score; measured here: cell count per field
Insulin prom up cell count – also measured in Insulin prom up; calls as there; cell count; measured here: cytotoxicity, nuclei count;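 total cells summed across four imaged fields per well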
Lipid droplet cells 6.5 µM – second read-out of Lipid droplet, no call of its own (marks repeat the call); cell count; measured here: cell count, cytotoxicity flag;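 cells counted across two imaged fields per well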
bCat nuc transl cell count 5 µM – second read-out of bCat nuc transl, no call of its own (marks repeat the call); cell count; measured here: cell count, cytotoxicity flag
T cell modulator vesicle-bound % – recorded beside T cell modulator, whose call it bears; double positive events, %; measured here: CD8+ vesicle-bound cell fraction;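 binding gate set so that unloaded-vesicle control wells show 10% double positive cells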
MT stabilizer Hoechst-high % – second read-out of MT stabilizer, no call of its own (marks repeat the call); % Hoechst-high responders; measured here: nuclear condensation Hoechst responders;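 share of cells brighter than vehicle mean plus two SD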
MT stabilizer cytotoxicity % – recorded beside MT stabilizer, whose call it bears; toxicity, %; measured here: cytotoxicity by cell density;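 0% = mean cell density of plate MIN control wells and 100% = no cells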
Myeloid diff MLP GFP+ MAC1+ % – recorded beside Myeloid diff MLP, whose call it bears; GFP+ MAC1+ double positive, %; measured here: differentiation confirmed by MAC1 staining
Numbers without * were called inactive; i = inactive; x = no result given; + = active, no number.

SMILES	Myeloid diff MLP	Myeloid diff MLP GFP+ MAC1+ %	bCat nuc transl	bCat nuc transl cell count 5 µM	Lipid droplet	Lipid droplet cells 6.5 µM	TNAP activators	Dynein transport	Dynein transport cytoplasmic EGFP	Dynein transport nuclear GR-EGFP	Dynein transport cell count	MT stabilizer	MT stabilizer Hoechst-high %	MT stabilizer cytotoxicity %	PMI inhibitors	Insulin prom up	Insulin prom up cell count	T cell modulator	T cell modulator vesicle-bound %
COC(=O)c1oc2ccccc2c1-n1cccc1	i	0.6	x	x	-4	744	1	-0.62	-0.16	-0.2	0.98	1.2	1.6	11	7%	-0.34	880	i	28
CN(C)c1nc(N)nc(Cn2nnc(-c3ccc(C(F)(F)F)cc3)n2)n1	i	0.3	0.7	1082	-4	683	1.1	0.79	-0.29	1.1	-1.4	4.9	2.7	7.7	-6%	-0.47	1255	i	10
Oc1ccccc1C=NC(c1ccccc1)C(O)c1ccccc1 (stereo not drawn)	i	0.7	-2.0	489	-1	644	0.9	-0.52	-0.26	-0.15	0.21	3.7	3.1	12	-9%	0.01	1334	i	2
O=C(COC(=O)CNC(=O)c1ccccc1F)Nc1ccc2c(c1)OCCO2	i	0.7	-2.4	1149	49	495	1.1	-0.28	-0.27	-0.39	0.57	6.2	3.4	5.5	5%	-0.43	1509	i	44
COC(=O)c1cccc(-n2c(C)cc(C=O)c2C)c1	i	0.9	-3.9	507	10	679	1.1	-0.26	-0.26	-0.22	1.5	1.6	2.1	3.7	-7%	0.04	1259	i	33
COCCN1C(=O)c2[nH]nc(-c3ccccc3O)c2C1c1ccc(OC)cc1 (stereo not drawn)	i	0.7	0.3	1293	-3	711	x	-0.34	-0.25	-0.14	0.34	x	x	x	x	-1.1	1102	i	20
CCn1c(CSc2nc3ccccc3s2)nc2ccccc21	i	0.6	-6.0	1189	8	747	1.1	0.25	-0.097	0.5	0.24	1.0	1.5	9.7	15%	0.58	845	i	12
CC(O)CNC(=O)Cc1cc(=O)[nH]c(=O)[nH]1 (stereo not drawn)	i	0.3	-0.3	1327	-5	736	x	1.6	0.036	2.1	-3.2	x	x	x	x	x	x	i	36
Cc1ccnc(SCCn2c(N3CCN(c4ccccc4)CC3)nc3c2c(=O)[nH]c(=O)n3C)n1	i	2.0	x	x	x	x	1.1	-0.015	-0.24	-0.0076	0.27	2.3	4.3	8.3	4%	0.8	897	i	29
N#Cc1ccc(N2CCN(C(=O)c3cccc(F)c3)CC2)c(F)c1	i	2.6	-1.4	1083	22	694	0.9	4.3	-0.0086	2.7	-2.1	4.4	1.4	1.9	0%	x	x	i	39
COc1ccccc1CNC(=O)c1cccc(S(=O)(=O)N2CCN(C)CC2)c1	i	0.0	-1.8	1169	10	658	1.1	-0.74	-0.29	-0.35	1.2	1.5	3.0	6.0	-3%	-0.07	1297	i	36
CCn1c(C(=O)NCCCN2CCc3ccccc3C2)cc2sccc21	i	0.8	-0.8	1162	-1	577	0.9	0.98	-0.068	1.4	-1	2.0	2.8	10	4%	-0.61	1798	i	20
CCc1nc2ccccc2n1CC(C)C(=O)O (stereo not drawn)	i	0.5	-3.3	1191	-118	738	1.1	-0.41	-0.23	-0.64	-0.33	3.7	2.6	2.7	-9%	0.49	1194	i	14
O=C(CCc1ccc(S(=O)(=O)N2CCOCC2)cc1)N1CCN(Cc2ccc3c(c2)OCO3)CC1	i	0.6	x	x	5	744	1.1	-1.5	-0.24	-0.74	1.1	1.3	1.5	12	0%	-0.38	766	i	39
O=C(Nc1ccccc1Cc1ccccc1)c1oc2ccccc2c1COc1ccccc1	i	0.9	-4.1	601	6	597	1.1	1	-0.25	0.14	-0.25	5.1	1.2	3.1	3%	-0.56	1261	i	38
Nc1cc(C2CCCC2)nn1-c1ccccc1	i	0.8	-3.9	772	x	x	1.1	0.3	-0.16	0.32	0.65	4.2	2.8	5.0	9%	0.49	1225	i	36
Cc1c(Cl)cccc1N=Cc1ccc([N+](=O)[O-])s1	i	6.6	5.0	1290	x	x	1	-0.17	-0.19	0.34	0.89	3.6	2.9	3.0	0%	-0.79	1462	i	8
COC(=O)c1nnn(-c2nonc2N)c1CN1CCc2ccccc21	i	0.6	0.0	1169	-1	780	0.9	-1.5	-0.27	-0.89	1.2	36*	8.0*	53*	-18%	-0.22	1298	i	43
COc1cccc(C2c3c(oc4ccccc4c3=O)C(=O)N2CCCN2CCOCC2)c1 (stereo not drawn)	i	2.3	-3.0	569	-6	708	1.1	0.4	-0.21	1	-0.23	4.2	2.0	3.8	-5%	1	1302	i	43
Cc1ccc(NC(=S)NCc2ccc3c(c2)OCO3)c(C)c1	i	0.2	0.8	948	-7	642	1	1.1	-0.2	0.14	0.064	3.6	1.9	3.9	6%	-0.39	1733	i	31
COc1ccc(N(CC(=O)NC2CCCCC2)C(=O)CNC(=O)c2ccco2)c(OC)c1	i	0.7	-2.5	507	1	696	1.1	1.1	-0.2	1.1	-0.8	2.4	2.3	6.0	-8%	x	x	i	11
COC(=O)c1sccc1NC(=O)CSc1ccccc1NS(=O)(=O)c1ccc(Br)cc1	i	0.5	-5.8	1155	-13	566	0.9	x	x	x	x	0.7	1.8	7.7	5%	-0.24	1797	i	34
COc1ccc(C)cc1S(=O)(=O)N(CC(=O)O)c1ccccc1	i	0.9	-0.3	1063	-5	756	1.1	2.7	-0.17	1.6	-1.5	5.4	1.7	1.1	-6%	-0.22	1246	i	43
Cc1nc2ccccc2nc(C)c1=NOCc1ccc(C#N)cc1	i	0.6	0.8	1123	14	541	1	-0.031	-0.31	-0.14	0.45	3.4	3.3	5.9	12%	0.08	1504	i	50
CCn1c(SCC(=O)NCc2ccc(C)cc2)nnc1-c1ccncc1	i	6.0	-3.2	1153	3	770	1.1	-0.79	-0.33	-0.43	0.47	2.8	1.9	3.4	0%	-1.2	878	i	44

(continued)
SMILES	Myeloid diff MLP	Myeloid diff MLP GFP+ MAC1+ %	bCat nuc transl	bCat nuc transl cell count 5 µM	Lipid droplet	Lipid droplet cells 6.5 µM	TNAP activators	Dynein transport	Dynein transport cytoplasmic EGFP	Dynein transport nuclear GR-EGFP	Dynein transport cell count	MT stabilizer	MT stabilizer Hoechst-high %	MT stabilizer cytotoxicity %	PMI inhibitors	Insulin prom up	Insulin prom up cell count	T cell modulator	T cell modulator vesicle-bound %
OCc1nn2c(c1Br)NC(c1ccccc1)CC2C(F)(F)F (stereo not drawn)	i	0.9	-0.7	988	-5	775	1.1	0.66	-0.25	0.18	0.19	4.6	2.4	6.7	13%	0.63	1327	i	7
CC(=O)Nc1ccc(NC(=O)Oc2ccccc2)cc1	i	1.2	-2.2	1297	x	x	1.1	-0.45	-0.3	0.19	0.025	4.8	2.6	5.4	1%	-0.18	1349	i	49
CCCc1ccc(-c2ccc(F)c(N)c2)nc1	i	7.7	-0.3	1378	x	x	0.9	-1.4	-0.34	-0.57	0.92	3.4	2.7	5.2	-4%	-0.25	1474	i	11
CC1CCCCN1CCNc1nc(=S)[nH]c2ccccc12 (stereo not drawn)	i	9.2	1.7	1430	x	x	1.1	0.42	0.26	0.6	-1	5.0	2.4	6.6	6%	0.42	1565	i	3
Cc1cc(NCCc2ccc(Cl)cc2)n2ncnc2n1	i	0.3	-3.0	1106	9	730	1	-0.86	-0.21	0.23	0.1	4.7	2.2	0.6	9%	-0.74	1567	i	61
CCN1CCc2c(C#N)c(NCc3ccccc3)nc(N(CC)CC)c2C1	i	2.0	-2.5	1198	x	x	1	2.7	0.25	2.7	-3.2	2.5	4.0	7.5	3%	-2.5	765	i	18
CC(O)[C@H](NC(=O)C1(c2ccccc2)CCN(C(=O)OC(C)(C)C)CC1)C(=O)O (stereo partly drawn)	i	0.8	2.8	1198	x	x	1.1	-0.032	0.27	0.35	0.48	8.2	2.2	2.0	-8%	-0.61	1051	i	7
CC(C)N1C(=S)SC(C)(C)C1n1oc(=O)n(-c2ccc(Cl)c(Cl)c2)c1=O (stereo not drawn)	i	1.3	-4.4	558	25	770	1	0.48	0.12	0.82	-0.33	1.7	2.0	5.4	10%	x	x	i	39
COC(=O)C(NC(=O)Nc1ccccc1OC)C(C)C (stereo not drawn)	i	0.1	x	x	14	804	1.2	0.78	-0.21	1.1	0.37	2.4	1.1	5.5	-4%	x	x	i	34
CCOc1ccc2nc(NCCNC(=O)CC)c(C#N)cc2c1	+	1.1*	-6.8	1033	x	x	1.4	0.37	-0.14	0.97	-1.5	5.7	1.7	13	9%	-0.36	1167	i	8

Source: PubChem

Hits appear at their usual frequency. About 3% of those tested had a hit in this group.
